697 NFkB inh: inhibitors of PMA/ionomycin-induced NF-kB reporter, 697 cells, primary screen, B-cell NF-kB inhibitor project, cell-based, luminescence, uHTS; 697 B-cell NF-kB luciferase reporter, 16 h; inhibition, % at 4 µM; 0.33% of 330,000 active; in the data active = inhibition above about 35%
Jurkat NFkB inh: inhibitors of induced NF-kB luciferase reporter, primary screen, TCR NF-kB activation inhibitor project, cell-based, luminescence, uHTS. Jurkat, PMA/ionomycin-induced NF-kB luciferase reporter. inhibition, % at 4 µM. 0.53% of 330,000 active. AID 435003, 2010; in the data active = inhibition above about 50%
CXCR6 block: CXCR6 receptor inhibitors, primary screen, cell-based, beta-arrestin, luminescence, CHO-K1 PathHunter, 1536-well. 0.36% of 360,000 active. inhibition, % at 20 µM. AID 602244, 2012; in the data active = inhibition above about 34%, passing the limit was not always enough;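 also: antagonist mode with CXCL16 agonist at 10 nM final; 0% = 10 nM CXCL16 with DMSO and 100% = unstimulated wells without agonist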
APJ antagonist: antagonists of human apelin receptor APJ, primary screen, CHO-K1 cells, beta-arrestin complementation, luminescence | inhibition, % at 20 µM | 0.32% of 330,000 active;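 active = inhibition above about 40% at 20 µM, limit read from the data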;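 also: cells challenged with 10 nM apelin-13 agonist together with compound; plate controls were apelin-13 plus DMSO wells for no effect and DMSO wells lacking apelin-13 for full effect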
Target sequence (P35414 whole entry, looked up): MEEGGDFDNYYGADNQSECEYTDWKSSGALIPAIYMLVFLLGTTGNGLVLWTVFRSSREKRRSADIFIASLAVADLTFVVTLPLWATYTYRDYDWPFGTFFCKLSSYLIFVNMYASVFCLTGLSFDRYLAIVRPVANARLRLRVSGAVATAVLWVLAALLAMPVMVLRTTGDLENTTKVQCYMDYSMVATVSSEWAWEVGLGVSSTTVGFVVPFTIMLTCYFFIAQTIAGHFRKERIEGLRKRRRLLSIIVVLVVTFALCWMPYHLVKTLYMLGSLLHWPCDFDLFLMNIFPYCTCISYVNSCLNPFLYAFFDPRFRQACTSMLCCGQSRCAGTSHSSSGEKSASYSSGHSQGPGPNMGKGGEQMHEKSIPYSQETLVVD
Gli-Sufu block: Gli-Sufu pathway antagonists, primary screen, luciferase luminescence, Sufu-KO-LIGHT cells, uHTS; Sufu-KO-LIGHT fibroblasts, Gli luciferase reporter luminescence; inhibition, % at 5 µM; 0.74% of 340,000 active;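 active = inhibition above about 55%, limit read from the data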;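 also: 0% = DMSO-treated cells and 100% = wells with medium but no cells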
UBC13 inh: UBC13 polyubiquitin chain formation inhibitors, primary screen, biochemical, TR-FRET, uHTS; Ubiquitin-conjugating enzyme E2 N (Homo sapiens), P61088; inhibition, % at 20 µM; 0.47% of 330,000 active; in the data active = inhibition above about 45%, passing the limit was not always enough
Target sequence (P61088 whole entry, looked up): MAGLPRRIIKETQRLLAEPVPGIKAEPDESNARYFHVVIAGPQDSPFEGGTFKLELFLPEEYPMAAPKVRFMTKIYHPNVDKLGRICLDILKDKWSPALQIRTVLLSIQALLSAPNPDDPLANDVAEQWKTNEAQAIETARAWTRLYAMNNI
EBI2 block: EBI2 receptor antagonists, beta-arrestin recruitment, primary screen, cell-based, luminescence, 7a,25-OHC stimulation, uHTS; 7a,25-OHC stimulated; inhibition, % at 5 µM; 0.81% of 360,000 active; AID 651636, 2012; in the data active = inhibition above about 38%;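 also: enzyme fragment complementation signal reports receptor beta-arrestin coupling in cells; 0% = agonist plus DMSO wells and 100% = wells without agonist; some results beyond the cut were filed as inactive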
Target sequence (P32249 whole entry, looked up, the tested form may be a part): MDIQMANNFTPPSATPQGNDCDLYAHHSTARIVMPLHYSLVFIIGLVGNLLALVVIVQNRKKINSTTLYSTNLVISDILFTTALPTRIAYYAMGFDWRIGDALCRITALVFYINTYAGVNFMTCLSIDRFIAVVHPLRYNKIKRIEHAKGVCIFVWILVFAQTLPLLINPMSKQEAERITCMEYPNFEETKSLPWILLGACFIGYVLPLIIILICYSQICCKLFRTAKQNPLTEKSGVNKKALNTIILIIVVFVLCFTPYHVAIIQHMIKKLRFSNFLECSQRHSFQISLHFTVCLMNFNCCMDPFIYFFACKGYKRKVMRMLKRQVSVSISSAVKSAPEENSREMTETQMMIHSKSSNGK
CCR6 antagonist: CCR6 receptor antagonists, primary screen, cell-based, CHO-K1, luminescence, beta-arrestin, uHTS. C-C chemokine receptor type 6 (Homo sapiens), P51684. CHO-K1 CCR6 PathHunter beta-arrestin, CCL20-stimulated. inhibition, % at 20 µM. 0.49% of 340,000 active. AID 493098, 2011;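 active = compounds whose inhibition of the agonist-driven luminescence signal at 20 µM reaches about 50%, limit read from the data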;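 also: cells stimulated with CCL20 at 14 nM final; plate controls were DMSO with CCL20 for no effect and DMSO without agonist for full effect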
* marks the source's active call; other numbers are inactive results; · = no result given.

[1] COc1ccc(N(C(=O)c2snc(C(N)=O)c2N)C(C(=O)NC2CCCC2)c2ccc(OC)c(OC)c2)cc1 (centres undefined)
[2] Cc1sc2ncnc(N3CCC(C(=O)Nc4ccc(S(N)(=O)=O)cc4)CC3)c2c1C
[3] CC(O)c1nc2ccccc2n1CC(=O)Nc1ccc(F)cc1Cl (centres undefined)
[4] COc1ccc(N2CCN(S(=O)(=O)c3ccc(-c4cnc(C5CC5)o4)cc3)CC2)cc1
[5] O=C(O/N=C/c1ccc2c(c1)OCO2)c1ccccc1Cl
[6] O=C(Nc1nnc(SCC(=O)N2CCCCC2)s1)c1c(F)cccc1F
[7] COc1ccc(C(=O)NCCCn2ccnc2)cc1[N+](=O)[O-]
[8] CCCCN=c1scc(-c2ccc3c(c2)NC(=O)CO3)n1N=C1CCCC1

| Compound | 1 | 2 | 3 | 4 | 5 | 6 | 7 | 8 |
| --- | --- | --- | --- | --- | --- | --- | --- | --- |
| 697 NFkB inh | -10 | -9 | 16 | -18 | -15 | 1 | 11 | 1 |
| Jurkat NFkB inh | -3 | 11 | -10 | 28 | -16 | 8 | -6 | 17 |
| CXCR6 block | 1 | -3 | -2 | 0 | · | 8 | -4 | -4 |
| APJ antagonist | -6 | 1 | 22 | 22 | 20 | 6 | 9 | 9 |
| Gli-Sufu block | -3 | -8 | 4 | -5 | · | -5 | -27 | 6 |
| UBC13 inh | 37 | 17 | 1 | -9 | 1 | 2 | -10 | -3 |
| EBI2 block | 0 | 0 | -9 | 3 | · | -5 | -4 | 23 |
| CCR6 antagonist | -6 | 12 | -3 | 1 | · | -3 | 8 | 10 |

[9] COc1ccc(CCNc2nc(-c3cccnc3)cs2)cc1OC
[10] NC(N)=NN=C1c2ccccc2-c2ccccc21
[11] CCOc1ccc(NC(=O)Cc2ccc(S(=O)(=O)N3CCCCC3)cc2)cc1OCC
[12] Cc1ccc(C)c2nc3sc(C(=O)O)cc3cc12
[13] Cc1ccc(OCCn2c(=S)[nH]c3ccccc32)c(C(C)C)c1
[14] CC(=O)[C@H]1CC[C@H]2[C@@H]3C=CC4=CC(=O)CC[C@@]4(C)[C@@H]3CC[C@]12C
[15] CCOc1ccc(N2C(=O)CC(NCCc3ccc(S(N)(=O)=O)cc3)C2=O)cc1 (centres undefined)
[16] Cc1cc(C)cc(NC(=O)N2CCCN(c3c(Cl)cncc3Cl)CC2)c1

| Compound | 9 | 10 | 11 | 12 | 13 | 14 | 15 | 16 |
| --- | --- | --- | --- | --- | --- | --- | --- | --- |
| 697 NFkB inh | -18 | 1 | -2 | 11 | -31 | -9 | 15 | -27 |
| Jurkat NFkB inh | 5 | -13 | -4 | 0 | 11 | -3 | -10 | -12 |
| CXCR6 block | 0 | -4 | 0 | 3 | -2 | -4 | -9 | -5 |
| APJ antagonist | 6 | -25 | 7 | 4 | -14 | 14 | 3 | -14 |
| Gli-Sufu block | 5 | 17 | 2 | 3 | 10 | 1 | 5 | 6 |
| UBC13 inh | -5 | 3 | -11 | 7 | -3 | 6 | -8 | -4 |
| EBI2 block | -4 | 0 | -5 | 10 | 36 | 10 | 2 | -5 |
| CCR6 antagonist | -4 | 7 | 5 | 3 | -33 | 10 | 16 | 13 |

2 consecutive records out of the list so far, quoted:
[15] CCOc1ccc(N2C(=O)CC(NCCc3ccc(S(N)(=O)=O)cc3)C2=O)cc1 (centres undefined)
[16] Cc1cc(C)cc(NC(=O)N2CCCN(c3c(Cl)cncc3Cl)CC2)c1

| Compound | 15 | 16 |
| --- | --- | --- |
| 697 NFkB inh | 15 | -27 |
| Jurkat NFkB inh | -10 | -12 |
| CXCR6 block | -9 | -5 |
| APJ antagonist | 3 | -14 |
| Gli-Sufu block | 5 | 6 |
| UBC13 inh | -8 | -4 |
| EBI2 block | 2 | -5 |
| CCR6 antagonist | 16 | 13 |

Further records follow:
[17] C=CCN(CC=C)C(=O)c1cc(Cl)ccc1[N+](=O)[O-]
[18] COc1ccc2cc(C(=O)C3CCCN(Cc4cccc(C)n4)C3)ccc2c1 (centres undefined)
[19] COc1ccc(-c2nnn(CC(=O)N(CC(=O)NC3CCCC3)c3cccc(C)c3)n2)cc1OC
[20] O=C1c2ccccc2C(=O)N1OCc1ccccc1[N+](=O)[O-]
[21] O=C(/C=C/c1ccc(Cl)cc1)N1CCN(c2c(Cl)cccc2[N+](=O)[O-])CC1
[22] COc1ccc(/C=C/C(=O)NNc2cc(=O)n(C)c(=O)n2C)cc1OC
[23] Cc1ccc(-c2cc(Cc3ccc(F)cc3)c(=O)[nH]n2)cc1
[24] CCOc1ccccc1Oc1c(C)oc2cc(OC(=O)c3ccco3)ccc2c1=O

| Compound | 17 | 18 | 19 | 20 | 21 | 22 | 23 | 24 |
| --- | --- | --- | --- | --- | --- | --- | --- | --- |
| 697 NFkB inh | 5 | -20 | 4 | 0 | -4 | -4 | -3 | -4 |
| Jurkat NFkB inh | -1 | -23 | 15 | 6 | -2 | -6 | -3 | -9 |
| CXCR6 block | -3 | 0 | 4 | 3 | 10 | 8 | 8 | 5 |
| APJ antagonist | -11 | -1 | -15 | 0 | 3 | 23 | -13 | 10 |
| Gli-Sufu block | 0 | 10 | 0 | -2 | 7 | 3 | 5 | 10 |
| UBC13 inh | 2 | 11 | 7 | 1 | -11 | -7 | -1 | 12 |
| EBI2 block | 0 | 11 | 12 | -2 | 98* | -7 | 14 | -8 |
| CCR6 antagonist | 14 | 23 | 5 | 7 | 15 | 13 | 9 | 19 |

[25] O=C(Nc1cccc(Cl)c1)Nc1ccc(Br)cc1F
[26] CN(C(=O)c1cccc(NC(=O)Cc2ccccc2)c1)c1ccccc1
[27] O=C(COc1ccc(Br)cc1)N(Cc1ccco1)C1CCS(=O)(=O)C1 (centres undefined)
[28] Cc1nn(C(=O)c2cc3sccc3[nH]2)c(C)c1C
[29] CN1CCN(C(=O)CCN2C(=O)/C(=C\c3ccc(Cl)cc3)SC2=S)CC1
[30] CCCc1cc(=O)[nH]c(SCC(=O)Nc2nonc2C)n1
[31] COc1ccccc1CC(=O)Nc1cc(Cl)ccc1O
[32] Cc1ccc2[nH]c(=O)c(-c3noc(C(C)C)n3)cc2c1
[33] C=CCSc1nc2sc3c(c2c(=O)n1-c1ccccc1)CCN(C)C3

| Compound | 25 | 26 | 27 | 28 | 29 | 30 | 31 | 32 | 33 |
| --- | --- | --- | --- | --- | --- | --- | --- | --- | --- |
| 697 NFkB inh | -33 | -22 | 3 | -41 | -15 | 12 | 32 | 14 | -7 |
| Jurkat NFkB inh | -39 | 8 | 9 | -24 | 16 | 16 | 7 | 5 | -4 |
| CXCR6 block | -20 | -7 | 0 | -1 | -13 | 6 | -4 | 4 | 0 |
| APJ antagonist | 4 | 23 | 20 | 11 | 1 | 7 | 18 | 8 | 8 |
| Gli-Sufu block | -20 | -11 | 1 | -43 | -14 | 29 | 2 | 1 | 13 |
| UBC13 inh | 6 | 1 | -3 | -3 | 2 | 2 | 8 | 2 | -10 |
| EBI2 block | -4 | 12 | -3 | 10 | -4 | -1 | -9 | -11 | 4 |
| CCR6 antagonist | 5 | 4 | 8 | -2 | 0 | -5 | 8 | -3 | 8 |

Some of these compounds in order of length of the SMILES, rising:
[31] COc1ccccc1CC(=O)Nc1cc(Cl)ccc1O
[25] O=C(Nc1cccc(Cl)c1)Nc1ccc(Br)cc1F
[28] Cc1nn(C(=O)c2cc3sccc3[nH]2)c(C)c1C
[30] CCCc1cc(=O)[nH]c(SCC(=O)Nc2nonc2C)n1
[32] Cc1ccc2[nH]c(=O)c(-c3noc(C(C)C)n3)cc2c1
[20] O=C1c2ccccc2C(=O)N1OCc1ccccc1[N+](=O)[O-]
[33] C=CCSc1nc2sc3c(c2c(=O)n1-c1ccccc1)CCN(C)C3
[27] O=C(COc1ccc(Br)cc1)N(Cc1ccco1)C1CCS(=O)(=O)C1 (centres undefined)
[24] CCOc1ccccc1Oc1c(C)oc2cc(OC(=O)c3ccco3)ccc2c1=O
[29] CN1CCN(C(=O)CCN2C(=O)/C(=C\c3ccc(Cl)cc3)SC2=S)CC1

| Compound | 31 | 25 | 28 | 30 | 32 | 20 | 33 | 27 | 24 | 29 |
| --- | --- | --- | --- | --- | --- | --- | --- | --- | --- | --- |
| 697 NFkB inh | 32 | -33 | -41 | 12 | 14 | 0 | -7 | 3 | -4 | -15 |
| Jurkat NFkB inh | 7 | -39 | -24 | 16 | 5 | 6 | -4 | 9 | -9 | 16 |
| CXCR6 block | -4 | -20 | -1 | 6 | 4 | 3 | 0 | 0 | 5 | -13 |
| APJ antagonist | 18 | 4 | 11 | 7 | 8 | 0 | 8 | 20 | 10 | 1 |
| Gli-Sufu block | 2 | -20 | -43 | 29 | 1 | -2 | 13 | 1 | 10 | -14 |
| UBC13 inh | 8 | 6 | -3 | 2 | 2 | 1 | -10 | -3 | 12 | 2 |
| EBI2 block | -9 | -4 | 10 | -1 | -11 | -2 | 4 | -3 | -8 | -4 |
| CCR6 antagonist | 8 | 5 | -2 | -5 | -3 | 7 | 8 | 8 | 19 | 0 |

[21] O=C(/C=C/c1ccc(Cl)cc1)N1CCN(c2c(Cl)cccc2[N+](=O)[O-])CC1
[19] COc1ccc(-c2nnn(CC(=O)N(CC(=O)NC3CCCC3)c3cccc(C)c3)n2)cc1OC

| Compound | 21 | 19 |
| --- | --- | --- |
| 697 NFkB inh | -4 | 4 |
| Jurkat NFkB inh | -2 | 15 |
| CXCR6 block | 10 | 4 |
| APJ antagonist | 3 | -15 |
| Gli-Sufu block | 7 | 0 |
| UBC13 inh | -11 | 7 |
| EBI2 block | 98* | 12 |
| CCR6 antagonist | 15 | 5 |

Compound activity from PubChem.
